SENP7 inh = inhibitors of human SENP7 protease; Q9BQF6; recombinant SENP7, Z-RLRGG-aminoluciferin luminescence, 40 min; inhibition, % at 5 µM; 330,000 tested, 1.5% active; AID 434973;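 active means inhibition above about 50% at the single test dose, limit read from the data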;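 further: plate controls were DMSO with enzyme for no effect and no enzyme buffer wells for full effect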
Target sequence (Q9BQF6 706-1050 limits assumed): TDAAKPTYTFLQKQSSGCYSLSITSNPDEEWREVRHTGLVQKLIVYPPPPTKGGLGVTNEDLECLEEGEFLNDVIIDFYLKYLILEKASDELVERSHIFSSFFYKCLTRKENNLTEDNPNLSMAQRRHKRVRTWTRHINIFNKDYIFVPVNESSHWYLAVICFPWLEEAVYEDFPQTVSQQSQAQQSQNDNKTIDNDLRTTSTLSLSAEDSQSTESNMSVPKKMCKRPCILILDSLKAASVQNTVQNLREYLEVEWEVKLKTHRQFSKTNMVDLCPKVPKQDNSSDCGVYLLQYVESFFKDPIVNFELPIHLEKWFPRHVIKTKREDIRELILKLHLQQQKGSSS
SENP6 block = SENP6 protease inhibition; Recombinant SENP6 catalytic domain, aminoluciferin luminescence; inhibition, % at 10 µM; 330,000 tested, 1.8% active; AID 2599;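 active means inhibition above about 50% at the single tested dose, limit read from the data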;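 further: plate controls were DMSO wells with enzyme for no effect and DMSO wells lacking enzyme for full effect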
GRIN3A LBD mod = modulates the human NR3A ligand-binding domain; NR3A LBD differential scanning fluorimetry, Tm shift; 0% = protein alone, 100% = glycine-bound protein; Tm shift relative to glycine control, % at 25 µM; 340,000 tested, 2.5% active;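 active means melting temperature shift of at least 10% of the positive control shift, at one fixed dose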
SENP8 block = blocks human SENP8 cleavage of Nedd8 substrate | AID 602440 | recombinant SENP8, Nedd8 substrate fluorescence | inhibition, % at 20 µM | 360,000 tested, 0.64% active | Q96LD8; in the data active means inhibition mostly above about 40%, no sharp cut-off; inactive means mostly below about 27%
Target sequence (Q96LD8 whole entry, looked up): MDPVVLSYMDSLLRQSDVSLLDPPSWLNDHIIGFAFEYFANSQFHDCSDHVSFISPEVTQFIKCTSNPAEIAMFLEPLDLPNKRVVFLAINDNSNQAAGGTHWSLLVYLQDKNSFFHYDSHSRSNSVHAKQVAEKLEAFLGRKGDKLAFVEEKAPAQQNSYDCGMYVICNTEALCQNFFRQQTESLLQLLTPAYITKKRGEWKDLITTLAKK
ATG4B inh = inhibitors of human ATG4B cysteine protease; AID 504462; inhibition, % at 8.33 µM; 340,000 tested, 0.51% active; ATG4B cleavage of LC3-PLA2, NBD-HPC fluorescence, 1 h; in the data active means inhibition above about 40%
Target sequence (Q9Y4P1 whole entry, looked up): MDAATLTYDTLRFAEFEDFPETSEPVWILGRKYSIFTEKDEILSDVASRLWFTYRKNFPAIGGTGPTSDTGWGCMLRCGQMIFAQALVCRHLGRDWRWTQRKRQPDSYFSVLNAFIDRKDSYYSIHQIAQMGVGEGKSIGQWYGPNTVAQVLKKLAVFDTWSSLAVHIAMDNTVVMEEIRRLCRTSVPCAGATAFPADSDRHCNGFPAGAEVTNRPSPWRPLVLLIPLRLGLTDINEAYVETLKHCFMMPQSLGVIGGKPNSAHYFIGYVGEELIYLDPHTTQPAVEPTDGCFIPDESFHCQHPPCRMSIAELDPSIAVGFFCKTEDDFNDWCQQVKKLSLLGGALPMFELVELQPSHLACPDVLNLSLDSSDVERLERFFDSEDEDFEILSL
PfG6PD inh = PfG6PD (Plasmodium falciparum) enzyme inhibition | PfGluPho enzyme, NADPH resazurin-diaphorase fluorescence | inhibition, % at 20 µM | 350,000 tested, 0.78% active | AID 504690;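 active means inhibition reaching at least a set limit at 20 µM in the primary screen, cut at about 59% in these data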;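 further: 0% = DMSO wells with substrate and 100% = DMSO wells lacking glucose-6-phosphate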
MPTP block = permeability transition pore inhibition. isolated mouse mitochondria, Ca2+ swelling absorbance, 30 min. inhibition, % at 10 µM. 360,000 tested, 1.4% active. AID 602449;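 active means inhibition of 50% or more, scaled per plate between neutral and stimulator controls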;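 further: 0% = DMSO wells given calcium and 100% = 1 mM EGTA wells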
HKDC1 inhibitor = HKDC1 (human) hexokinase inhibition. 340,000 tested, 0.16% active. AID 493160. inhibition, % at 20 µM. recombinant HKDC1, G6PDH/diaphorase resazurin coupled fluorescence;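 active means inhibition above about 35% when tested at 20 µM, limit read from the data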;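 further: plate controls were DMSO wells with enzyme for no effect and DMSO wells lacking enzyme for full effect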
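Assay system – recombinant HKDC1 (HK5) hexokinase enzyme, produced in-house · Input – HKDC1 at 5 µg/mL · Reagent – glucose plus 1 mM ATP as hexokinase substrates · Timing – 90 min reaction incubation at room temperature, dark · Measured by – G6PDH/diaphorase-coupled fluorescence, 1 mM NADP, 100 µM resazurin, 525/613 nm · Benchmarks – DMSO-enzyme wells negative, buffer-substituted wells positive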
An asterisk follows results filed as active; i = inactive; nt = no result given.

smiles,SENP7 inh,SENP6 block,GRIN3A LBD mod,SENP8 block,ATG4B inh,PfG6PD inh,MPTP block,HKDC1 inhibitor
CCO[C@@H]1OC(C(=O)N2CCOCC2)=C[C@H](c2coc3ccccc3c2=O)[C@H]1CCCO,5,-6,-1,10,1,-15,-0.8,-2
O=C(O)c1cccc(NC(=O)c2cc(S(=O)(=O)N3CCOCC3)cs2)c1,1,6,0,7,-1,-21,-5.4,-10
Cc1cccc(C)c1OCC(=O)Nc1ccc2c(c1)C(=O)NC2=O,-11,-11,4,-366,-4,10,-0.4,0
O=C(CN1C(=O)/C(=C/c2ccccc2F)Sc2ccccc21)NCc1cccnc1,-16,-9,-3,-9,-4,-5,4.8,-5
CCS(=O)(=O)Nc1cccc(C2=NN(S(=O)(=O)c3ccc(C)cc3)C(c3cccs3)C2)c1 (stereo unspecified),3,16,-3,6,-12,-11,-0.6,2
NC(=O)C[n+]1cccc(CNC(=O)c2ccc(OC(F)F)cc2)c1,12,3,-2,2,-4,-2,0.0,-3
O=C(NNC(=O)c1cc2ccccc2oc1=O)c1ccccc1[N+](=O)[O-],-1,2,-1,-30,-5,-10,0.1,-3
N#Cc1c2n(c3c(=O)n(Cc4ccc(Cl)cc4)cnc13)CCCC2,8,-11,1,20,-12,18,-0.6,-1
CNC(=S)N1N=C(c2cccs2)CC1c1ccc(F)cc1 (stereo unspecified),-6,16,-2,-172,4,-25,0.7,0
O=C(CC1C(=O)NCCN1Cc1ccc(-c2ccccc2)cc1)NCc1ccccc1 (stereo unspecified),11,6,-2,-17,-7,4,1.1,-5
CC(C)(C)C1CCC(OCC(O)CN2CCN(c3ccccc3)CC2)CC1 (stereo unspecified),-5,-3,-1,19,-7,-26,85*,5
O=C(CSc1nnnn1-c1ccccc1)CC(=O)Nc1ccc(Cl)cc1,-2,-3,4,10,2,-25,2.5,-1
Cc1ccc(NC(=O)C2CCCN(S(=O)(=O)c3c(C)noc3C)C2)nc1 (stereo unspecified),2,4,10,21,-9,0,0.6,-4
COc1cccc2sc(N(CCCN(C)C)C(=O)COc3ccc(Cl)cc3)nc12,-2,0,-3,25,-12,12,4.9,0
CCOc1ccc(-c2cc(C(=O)NN=C3CCN(C)CC3)[nH]n2)cc1,-1,-11,0,17,4,-21,0.3,-5
N#CCCSCc1ccc(OCC(=O)O)cc1,-2,-14,0,11,-8,-10,-1.0,-2
Cc1cc(-c2ccc(C(=O)O)s2)cnc1N,15,6,1,-397,-3,-9,0.2,-9
CC(=O)NC(Cc1ccc(F)cc1)C(=O)NC1CCN(S(=O)(=O)c2ccccc2)CC1 (stereo unspecified),-1,-13,-1,3,-13,8,1.3,-10
O=C(O)COc1ccccc1/C=N/NC(=O)CSc1nnc(SCc2ccccc2)s1,14,56*,1,22,1,-24,2.2,-1
NC(=O)c1cc([N+](=O)[O-])ccc1NCc1ccc(O)cc1,0,1,-5,15,15,17,-1.2,6
Nc1ncncc1-c1ccc([N+](=O)[O-])cc1,4,1,1,17,4,7,-1.5,0
CCOC(=O)c1nnc(-c2ccc(C)cc2)nc1Sc1ccc(Cl)cc1,-2,5,-1,12,1,12,0.5,-4
COc1ccccc1C(=O)Nc1sc2c(c1C(=O)NCc1ccco1)CCCC2,2,-29,-1,i,-2,-2,-4.1,2
COCCNC(=O)c1c[nH]c2ccc(S(=O)(=O)N(C)c3ccc(C)c(C)c3)cc2c1=O,7,6,0,-48,2,-1,0.0,1
CC(=O)O[C@H]1[C@H](C)OC=C[C@@H]1OC(C)=O,-7,-12,0,2,6,-10,-1.4,0
CCC(C)NC(=O)C1CCN(S(=O)(=O)N2CCC3(CC2)OCCO3)CC1 (stereo unspecified),4,-1,-1,6,-1,10,1.2,-5
O=C(NC1CCSc2ccccc21)c1ccccc1Cl (stereo unspecified),-8,-8,2,-5,-4,1,-0.1,-2
COCCCNC(=O)C(Cc1ccccc1)NS(=O)(=O)c1ccc2c(c1)c(=O)n(C)c(=O)n2C (stereo unspecified),9,-5,2,7,-3,-3,-0.4,-7
CNCC(=O)Nc1c(C)n[nH]c1C,-1,11,14*,16,5,7,2.7,13
O=C(O)c1[nH]c2ccccc2c1CC(=O)N1CCN(c2ccccc2)CC1,1,3,-1,1,-1,-4,-0.5,-5
CC(C)CNC(=O)c1c(N)n(/N=C/c2ccccn2)c2nc3ccccc3nc12,-7,-34,-3,i,-3,-1,0.1,8
COc1cccc(NC(=O)N2C3CCCC2CC(NC(=O)C2CC2)C3)c1 (stereo unspecified),7,-21,-1,5,-9,1,-2.8,-7
COc1ccc(-n2c(SCC(=O)N3CCc4ccccc43)nnc2-c2c[nH]c3ccccc23)cc1,-9,-26,2,4,2,-6,1.7,5
Cc1ccc(OCC(=O)Oc2c(C)cccc2C)cc1,-3,-3,-3,4,13,-3,-0.9,-1
O=C(Cn1c(Cc2ccccc2)nc2ccccc21)NCc1ccc2c(c1)OCO2,-2,-11,-7,11,-4,1,5.9,-10
COc1ccc(/C=N/NC(=O)c2ccc3c(c2)OCO3)cc1,7,-3,-6,8,-4,13,-1.0,-1
CCN(CC)c1ccc(NC(=O)CN2CCN(CC(=O)Nc3ccc(OC)cc3)CC2)cc1,-4,-9,5,19,-3,-1,0.8,-2
COc1ccc(NC(=O)c2ccc(-c3ccc(C)c4ccccc34)o2)cc1,-10,-1,2,-74,8,30,-2.3,5
O=C(C1CC1)N1CCc2cc(Br)cc(S(=O)(=O)NC3CCCCC3)c21,-4,8,0,16,-12,0,1.9,-2
CCOC(=O)N1CCN(C(=O)COC(=O)C2CCN(S(=O)(=O)c3c(Cl)cccc3Cl)CC2)CC1,-4,-3,2,5,-9,-4,-1.8,-3
Cn1c(=O)c2c(ncn2CC(=O)OCC(=O)NNC(=O)c2ccc(Cl)cc2)n(C)c1=O,4,7,-1,5,-5,-2,-0.8,-4
CCCCn1c(N)c(N(CCOC)C(=O)COC(=O)COc2c(C)cccc2C)c(=O)[nH]c1=O,5,0,0,1,-3,0,-0.9,1
O=C(O)C1(Nc2ccc(Cl)cc2)CCCC1,nt,nt,1,15,-5,7,-0.3,-9
CCN(CC)S(=O)(=O)c1cccc(NC(=O)c2cc(-c3cccs3)nn2-c2ccccc2)c1,3,6,-10,22,-3,-2,8.9,5
Cc1ccccc1NC(=O)CN1C(=O)CSc2ccccc21,4,-36,0,22,18,7,0.8,-6
CCN1CCc2c(OCC(=O)N3CCCCC3)cccc2C1=O,15,3,2,10,-4,-2,-0.1,-3
Cc1cc([N+](=O)[O-])ccc1NC(=O)C(C)[n+]1ccccc1 (stereo unspecified),0,8,-3,13,2,-2,-0.1,-7
COc1ccccc1OC(C)C(=O)Nc1ccccc1C(=O)NCC1CCCO1 (stereo unspecified),-11,-20,1,-1,8,-5,-0.2,5
Cc1cc(C(=O)NNc2ccc(F)cc2F)no1,11,-7,0,12,1,4,0.3,-5
Cc1ccc(OCC(=O)NCCNC(=O)c2ccccn2)cc1,-1,-2,0,-3,-18,1,0.4,-5
C=CCn1c(SCC(C)=O)nc2sc3c(c2c1=O)CCC3,-7,-23,-7,18,5,-17,0.9,1
O=C(CCN1C(=O)/C(=C\C=C\c2ccccc2)SC1=S)Nc1cccc(C(=O)O)c1,-11,53*,-13,24,-4,-1,0.4,15
O=C1c2ccccc2C(=O)N1c1ccccc1S(=O)C(F)(F)F (stereo unspecified),-10,-3,1,8,-4,7,3.3,0
CCN(CC)S(=O)(=O)c1ccc2c(c1)[nH]c(=S)n2CC,-1,-8,-1,7,-6,14,-3.6,4
Cc1nc(NC(=O)C(C)Oc2cccc(Cl)c2)sc1C(=O)N(C)C (stereo unspecified),2,-27,-3,12,3,-27,-0.8,11
COCCN(Cc1cc2cc(C)ccc2n2nnnc12)C(=S)Nc1ccc(OC)cc1,nt,nt,3,18,1,6,4.8,-4
Cc1nc(-c2noc(-c3ccccc3Cl)n2)c(C(F)(F)F)o1,65*,78*,1,20,5,7,2.6,-1
CCOc1ccc2nc(NC(=O)CS(=O)(=O)c3ccc(C)cc3)sc2c1,7,5,-5,-2,-4,-29,4.0,1
COc1ccccc1NS(=O)(=O)c1ccc(N2CCOCC2)c(NC(=O)c2ccco2)c1,1,13,0,16,-2,-18,-3.8,0
CSCCC(NC(N)=O)C(=O)NCc1ccccc1Cl (stereo unspecified),11,4,1,-9,-9,10,-1.4,0

Three of the entries above in order of their number in PfG6PD inh, largest number first:
molecule	PfG6PD inh
COc1ccc(NC(=O)c2ccc(-c3ccc(C)c4ccccc34)o2)cc1	30
COc1ccc(/C=N/NC(=O)c2ccc3c(c2)OCO3)cc1	13
Cc1nc(-c2noc(-c3ccccc3Cl)n2)c(C(F)(F)F)o1	7

Further records follow:
smiles,SENP7 inh,SENP6 block,GRIN3A LBD mod,SENP8 block,ATG4B inh,PfG6PD inh,MPTP block,HKDC1 inhibitor
OCCC1CN(C2CCSCC2)CCN1C1CCCC1 (stereo unspecified),-1,-2,-3,8,2,-3,2.5,3
Cc1c(NC(=O)C(C)OC(=O)/C=C/c2ccccc2)c(=O)n(-c2ccccc2)n1C (stereo unspecified),0,-12,0,9,-1,-13,-2.3,4
CCN1CCN(CC(=O)c2c(C)n(C)c3ccc(OC)cc23)CC1,-1,4,-4,23,8,-4,-1.1,6
CNC(=S)NNC(=O)c1cccn(Cc2cccc(C(F)(F)F)c2)c1=O,-7,-31,0,-245,-2,7,0.5,0
O=C(O)c1ccc(Oc2ccccc2)o1,-3,1,1,25,-6,1,3.2,-4
COc1ccc(NC(=O)c2cc(C(=O)Nc3ccc(OC)cc3OC)cc([N+](=O)[O-])c2)c(OC)c1,-10,-35,2,23,-4,-10,-1.3,0
Cc1ccc(-n2ncc(-c3nnc(SCC(=O)NC4CCCC4)o3)c2N)cc1C,4,-10,0,23,2,9,0.5,-6
O=C(CN1CCCCCC1)Nc1ccc(S(=O)(=O)N2CCCCC2)cc1,8,-7,-3,20,-6,5,0.7,-5
CC(C)OC(=O)CSc1nnc(-c2ccc(Cl)cc2Cl)n1N,-6,-13,0,6,-1,4,2.8,5
CCOc1ccc(CNC(=O)C2CCCN(S(C)(=O)=O)C2)cc1OC (stereo unspecified),-7,-18,-1,13,6,-13,0.6,-7
COc1cc(OC)cc(/C(N)=N/O)c1,1,-14,1,20,1,-10,0.6,0
O=C(Cc1c[nH]c2ccccc12)Nc1ccccc1N1CCOCC1,-2,-3,-3,6,-10,-12,2.4,-1
O=S(=O)(Nc1ccc(N=Nc2ccccc2)cc1)c1ccccc1,8,7,0,35,-4,-25,3.2,1
COc1cccc2c1OCC(C(=O)Nc1nccs1)=C2,6,10,-2,-30,-8,15,4.3,-1
COc1ccc(/C=N/NC(=O)c2cc(=O)[nH]c3ccccc23)cc1OC,-12,-18,2,-2,-11,-2,0.4,4
Cc1ccc(Nc2cc(=O)oc3ccccc23)c(C)c1,-2,-2,2,8,1,-4,9.0,3
Cc1ccc(C)c(NC(=O)c2cc(S(=O)(=O)N3CCCCC3)c[nH]2)c1,-5,-1,0,8,-5,14,0.6,4
CC(C)c1cc(NCCOCCO)n2c(nc3ccccc32)c1C#N,-12,-30,0,-285,-5,-18,0.7,9
COc1ccc(C(OCC(O)CNCCc2ccccc2)c2ccc(OC)cc2)cc1 (stereo unspecified),nt,nt,-2,21,0,-5,1.8,1
CCn1c2ccccc2c2cc(NS(=O)(=O)c3ccccc3C)ccc21,3,-7,5,10,6,19,2.3,2

Assay outcomes from PubChem.
